# 14-3-3g Raf = alters human 14-3-3 gamma binding to Raf peptide. AID 422. hit rate 0.19% among 160,000. inhibition, % at 40 µM. FP, 14-3-3gamma / TMR-pS259-Raf peptide binding; in the data active = inhibition above about 30%;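 note: 0% = protein plus tracer without compound and 100% = blank with tracer alone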
# Target sequence (P61981 whole entry, looked up): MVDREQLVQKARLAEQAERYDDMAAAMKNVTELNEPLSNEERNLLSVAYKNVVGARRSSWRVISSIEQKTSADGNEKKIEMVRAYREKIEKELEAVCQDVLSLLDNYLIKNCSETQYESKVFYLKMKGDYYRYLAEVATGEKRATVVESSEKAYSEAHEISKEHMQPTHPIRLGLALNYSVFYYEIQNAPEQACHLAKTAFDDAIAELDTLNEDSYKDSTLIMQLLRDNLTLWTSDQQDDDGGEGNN
# Starred values were filed as active, the others as inactive; & = joins results of further samples.
14-3-3g Raf	SMILES
-12.4	CCOc1ccc(NC(=O)C2CCCN2S(=O)(=O)c2ccc(OC)cc2)cc1 (centres undefined)
1.1	CCOC(=O)C(C)Sc1nc2ccccc2c(=O)n1CC (centres undefined)
-5.0	CCc1c(C)nc(SCC(=O)CC(=O)OC(C)C)c(C#N)c1C
-3.7&7.1	C=CCn1c(-c2ccc(OC)c(OC)c2)n[nH]c1=S
-22.4	O=C(c1ccc2c(c1)N(Cc1cccc(F)c1)C(=O)c1ccccc1S2)N1CCOCC1
-4.6	N#Cc1c(N)c(C(=O)c2ccc(Cl)cc2)n2c1CCC2
-16.0	CN(C(=O)Cc1c(C(=O)O)[nH]c2ccccc12)c1ccccc1
-2.3	C=CCOC(=O)C1=C(C)NC(=O)NC1c1ccc(OCCC)cc1 (centres undefined)
-8.0	O=C(c1ccccc1)c1ccccc1C(=O)N1CCOCC1
7.0	CCc1ccc(-c2nnn(Cc3nn[nH]n3)n2)cc1
-34.8	Cc1cc(NC(=O)c2ccc3c(c2)OCO3)nc2c1c(=O)oc1ccccc12
-0.7	O=C(O)CC(NCc1ccccc1[N+](=O)[O-])c1ccc(F)cc1 (centres undefined)
-2.4	O=C(CSc1nc(-c2ccccc2)cc(=O)[nH]1)Nc1ccc(Cl)cc1
-3.4	O=C(Nc1ccc(N2CCOCC2)c(Cl)c1)c1cccnc1
-27.9	COC(=O)c1c(NC(=O)C(C)N2C(=O)c3ccccc3C2=O)sc2c1C(C(=O)OC)CC2 (centres undefined)
2.4	COc1ccc(C(=O)NCC(=O)n2nc(C)cc2C)cc1
-4.1	O=S(=O)(c1ccc2[nH]c3nc(SCc4ccccc4F)nnc3c2c1)N1CCOCC1
-8.0	COc1ccc(NC(=O)c2cc(-c3ccc4c(c3)OCO4)on2)cc1
-1.7	COc1ccc(C(=O)N(c2ccc(OC)cc2)S(=O)(=O)c2ccc(Cl)cc2)cc1
-1.0	CN(C)c1ccc(CNC2CCCCC2)cc1
-24.0	CCOc1ccc(N2C(=O)C3C(c4ccccc4OCC)NN(C(=O)c4cccc(Br)c4)C3C2=O)cc1 (centres undefined)
8.5	Cc1cc2nc3c(c(=O)n2[nH]1)CCCC3
2.9	COc1ccc(NC(=O)CSc2ccncc2)c([N+](=O)[O-])c1
-0.9	CCn1c(=N)n(CC(O)COc2cccc(C)c2)c2ccccc21 (centres undefined)
-4.3	CCOC(=O)C(C)OC(=O)c1ccc(Cl)c([N+](=O)[O-])c1 (centres undefined)
-5.4	COc1ccc(NC(=O)c2ccc(C(=O)c3ccccc3)o2)cc1
-3.0	COc1ccc(Cn2c(=O)[nH]c3cc(C(=O)NCCCN4CCCC4)ccc3c2=O)cc1
1.2	COc1cc(C2C3=C(CC(C)(C)CC3=O)NC3=C2C(=O)CC(C)(C)C3)ccc1OCc1cccc(C)c1
12.1	CC(=O)N1c2ccc(S(=O)(=O)N(CC(C)C)CC(C)C)cc2CC1C (centres undefined)
3.9	Cc1cc(C)cc(-n2c(=O)c3sccc3n(Cc3cccc(F)c3)c2=O)c1
43.9*	COc1ccc(-n2ncc3c(N4CCCc5ccccc54)ncnc32)cc1
0.1	CN(C)Cc1cc(C(C)(C)C)c(O)c(C(C)(C)C)c1
-1.5	CCOC(=O)c1cccc(NC(=O)CCn2c(=S)oc3ccccc32)c1
-1.6	COc1cc(C2CC(=O)Nc3c2ccc2ccccc32)ccc1OC(=O)c1ccc(Cl)cc1 (centres undefined)
-3.6	CCOC(=O)c1cc2c(=O)n3cccc(C)c3nc2n(Cc2cccnc2)c1=N
-3.1&0.1	O=C(N1CCOCC1)C12CC3CC(C1)CC(C(=O)N1CCOCC1)(C3)C2
-160.8	O=C(O)c1ccc(C(=O)O)c2c(-c3ccc4c(=O)n5c6ccccc6nc5c5ccc(C(=O)O)c3c45)ccc(C(=O)O)c12
-5.0	COc1ccc(OC)c(Nc2nc(-c3ccc(C)cc3)nc3ccccc23)c1
-1.4	CCc1ccccc1N1CC23C=CC(O2)C(C(=O)O)C3C1=O (centres undefined)
-4.9	CCc1ccc(CNC(=O)c2coc(=O)c3ccccc23)cc1
4.6	Cc1ccc(N2C(=O)c3ccc(S(=O)(=O)c4cccc(C(=O)O)c4)cc3C2=O)c(C)c1
-0.5	O=C(NCC1CCCO1)C1CCN(S(=O)(=O)c2cccnc2)CC1 (centres undefined)
-1.8	CC(=O)C1=C(C)Nc2ncnn2C1c1ccccn1 (centres undefined)
-225.6	O=C(O)c1ccc(C2Nc3ccc(S(=O)(=O)Nc4ccccc4F)cc3C3C=CCC32)cc1 (centres undefined)
4.4	Cc1ccc2c(c1)C(c1ccccc1)CC(C)N2S(=O)(=O)c1ccccc1 (centres undefined)
-117.1	O=C(CSc1oc(-c2cccs2)nc1S(=O)(=O)c1ccc(Br)cc1)NCC1CCCO1 (centres undefined)
1.2	Cc1cc(C)c(N2C(=O)C3C4C=CC(CO)(O4)C3C2=O)c(C)c1 (centres undefined)
-7.6	CCN1CCN(c2nc3sc4c(c3c3ncnn23)CC(C)CC4)CC1 (centres undefined)
6.3	O=C(NCCc1ccccc1)C1COc2ccccc2O1 (centres undefined)
-5.0	c1ccc(-c2nc3ccccc3c3nncn23)cc1
-3.8	COCC(=O)OCn1nnc2ccccc2c1=O
-7.6	C[C@](N)(Cc1ccc(O)c(O)c1)C(=O)O
-17.3	CCOc1cccc(C2C(C#N)=C(N)Oc3cc(C)n(Cc4ccccn4)c(=O)c32)c1OCC (centres undefined)
0.2	CCOc1ccc2nc(SCC(=O)NCc3ccco3)sc2c1
-8.2	O=C(CSc1nnc2scc(-c3ccccc3)n12)Nc1ccc(Cl)cc1
-9.9	CC1=C(C(=O)Nc2ccc(Cl)cc2)C(c2ccc(N(C)C)cc2)NC(=S)N1 (centres undefined)
-9.2	Cc1cc(C(=O)OCC(=O)NC(=O)NC(C)(C)C)c(C)o1
-4.2	CC1CCC2C(=O)N(c3ccccc3OC(=O)c3ccc(Cl)cc3)C(=O)C2C1 (centres undefined)
-6.7	CCC(C)(C)n1nnnc1C(CC(C)C)N1CCC(C(N)=O)CC1 (centres undefined)
-8.0	CCC(C)NC(=O)CN1C(=O)COc2ccc(C)cc21 (centres undefined)

# Among those listed so far, three contain a cyano group.
14-3-3g Raf	SMILES
-5.0	CCc1c(C)nc(SCC(=O)CC(=O)OC(C)C)c(C#N)c1C
-4.6	N#Cc1c(N)c(C(=O)c2ccc(Cl)cc2)n2c1CCC2
-17.3	CCOc1cccc(C2C(C#N)=C(N)Oc3cc(C)n(Cc4ccccn4)c(=O)c32)c1OCC (centres undefined)

# Other records.
14-3-3g Raf	SMILES
-11.5	COc1ccc(OCC(=O)OCCN2C(=O)c3ccccc3C2=O)cc1
-6.7	Cc1ccc(C)c(C(Nc2ccccn2)c2ccc3ccc(C)nc3c2O)c1 (centres undefined)
-0.7	COCCOC(=O)c1c(C)oc2ccc(NS(=O)(=O)c3cc([N+](=O)[O-])ccc3Cl)cc12
-14.0	O=C(O)c1cccc(NC(=O)c2cc3cc([N+](=O)[O-])ccc3oc2=O)c1
-17.3	CCc1ccccc1NC(=O)Cn1nc(-c2ccc(OC)cc2)ccc1=O
-1.8	Cc1cc(C)n2nc(SCC(=O)NCc3ccc(Cl)cc3)nc2n1
-0.3	CCOC(=O)c1cnc(SCc2cccc(C)c2)nc1N
-7.1	CCCNC(=O)c1c(NC(=O)c2ccc(F)cc2)sc2c1CCC(C(C)(C)C)C2 (centres undefined)
9.6	CCCCN(CCCC)C(=O)CSc1nnc2n(C)c(=O)c3c4c(sc3n12)CCCC4
-0.9	CCN(CC)S(=O)(=O)N1CCC(C(=O)NCc2ccco2)CC1
-6.0	O=C(O)C1CSC(c2ccncc2)N1 (centres undefined)
-7.3	Cc1cccc(OCC(=O)Nc2ccc(CC#N)cc2)c1
-4.7	Cc1nn(C)c(C)c1S(=O)(=O)N(CC(=O)NCc1ccco1)c1ccc(C(C)C)cc1
1.4	CCCCOc1ccc(NC(=O)CSc2nnc(N)s2)cc1
-4.5	N=c1n(CCN2CCCCC2)c2ccccc2n1CC(O)c1cccc(Br)c1 (centres undefined)
-7.7	COc1ccc(C2C(C(=O)Nc3ccc(F)cc3)CC(=O)N2c2ccc(OC)cc2)cc1 (centres undefined)
-2.2	CC(=O)NC(CCS(C)(=O)=O)C(=O)Nc1ccc(Oc2ccccc2)cc1 (centres undefined)
-57.8	COC(=O)c1c(NC(=O)CSc2ccccn2)sc2c1CCC2
1.8	CCOc1ccc(CC(=O)Nc2c(C(C)=O)oc3ccc(Cl)cc23)cc1OCC
7.3	CCCCCOc1ccccc1C(=O)NCC(=O)O
7.2	CC(C)(C)n1nc2c(c1NC(=O)c1ccc(Br)cc1)CSC2
5.9	Cc1ccc(Cl)c(OCCCCN2CCC(C)CC2)c1
11.2	Cc1ccc(-c2nc(NC(=O)Nc3ccc(Cl)cc3)sc2C)cc1
-15.8	O=C(CNS(=O)(=O)c1cccs1)Nc1ccccn1
-3.1	O=C(c1cc2c(=O)oc3ccccc3c2s1)N1CCN(c2ccc(F)cc2)CC1
-12.9	Cc1ccc(C(=O)Nc2ccccc2C(=O)O)cc1S(=O)(=O)Nc1ccc(F)cc1
-0.1	COc1ccc(OCCN(C)Cc2ccccc2)cc1
-142.1	COc1ccc(NC(=O)c2sc3nc(C(F)(F)F)cc(C)c3c2N)cc1OC
-6.4	O=C(O)CCN1C(=O)c2ccncc2C1=O
-4.5	O=C(Nc1ccc(N2CCOCC2)cc1)c1cc([N+](=O)[O-])ccc1Cl
-6.6	CC(C)CNC(=O)c1cccc(Cn2cc(Cl)cn2)c1
5.9&0.6	COc1ccc(NC(=O)C2C(=O)N(CCO)C3(C)CC2c2ccccc2O3)cc1 (centres undefined)
8.4	CC1CC(C)CN(S(=O)(=O)N2CCCC(C(=O)NC3CCCCC3C)C2)C1 (centres undefined)
-59.4	CN1c2ccccc2C(C)(C)C12C=Cc1cc(O)ccc1O2 (centres undefined)
3.0	Cc1nnc2ccc(Oc3ccc(-c4ccccc4)cc3)nn12
-6.6	CCOC(=O)c1ccc(N2C(=O)C3ON(c4ccc(Cl)cc4)C(c4ccccc4)C3C2=O)cc1 (centres undefined)
-3.1	CC(=O)Oc1ccc(C(=O)Nc2nc3ccc4ccccc4c3s2)cc1
4.2	CC(=O)N1CCN(C(=O)CNc2cc(C(F)(F)F)ccc2OCC(F)(F)F)CC1
-5.8	O=C(CSc1nc2c(c(=O)n1-c1ccc(Cl)cc1)SCC2)Nc1ccccc1C(F)(F)F
-13.1	COC(=O)c1ccc(C2N=C(c3cccc(OC)c3)CC(c3ccc(Cl)cc3O)N2)cc1 (centres undefined)
-8.0	CCOc1cc(C(=O)OCC(=O)c2c(C)[nH]c3ccccc23)ccc1OCC(=O)N1CCOCC1
9.3	O=C(O)C1CCCCC1C(=O)NCCc1ccccc1 (centres undefined)
-7.3	Cc1c(C(=O)N2CCN(c3ccc(F)cc3)CC2)sc2ncnc(N3CCC(C)CC3)c12
-10.4	CCc1ccc(NS(=O)(=O)c2cc(Br)cc3c2N(C(C)=O)CC3)cc1
1.3	Cc1nc(N2CCCCC2)c2c(C)c(C(=O)Nc3ccccc3C(F)(F)F)sc2n1
-27.8	COC(=O)C1=C(C(=O)OC)C(c2ccccc2O)c2sc(=O)[nH]c2S1 (centres undefined)
-6.7	Cc1nn(C(=O)c2ccccc2)c(C)c1Sc1ccc(Cl)cc1
-0.7	O=C(Nc1nc2ccc(Cl)cc2s1)c1ccccc1Br
-10.7	COC(=O)CSc1nc(-c2ccccc2)cc(-c2cccs2)c1C#N
-6.3	Cc1c(C(=O)O)oc2ccc(S(=O)(=O)N(C)C3CCCCC3)cc12
4.2	CCCN(CCC)c1ncnc2c1cnn2-c1ccccc1
-13.7	COc1cccc(CNC(=O)c2c[nH]n3c(=O)c(Cc4ccc(C)cc4)c(C)nc23)c1
0.5&-6.5	CCc1nc(N2CCOCC2)c(C#N)c2c1CCCC2
-10.3	Cc1onc(-c2ccccc2)c1C(=O)Nc1ccnn1C1CCCCC1
-2.8	Cc1ccc(-c2nc(Nc3ccc(O)cc3)c3ccccc3n2)cc1
-2.6	CN=Cc1cc(-c2ccccc2)sc1O
-5.9	COc1cc(-n2c3nc4ccccc4nc3c3c(=O)n(Cc4ccco4)cnc32)cc(OC)c1OC
-3.8	COc1ccccc1CNC(=O)C1CCN(c2nc3ccccc3o2)CC1
-4.4	Cc1c(C(=O)NC2CCCCC2C)oc2ccc(S(=O)(=O)N3CCCC3)cc12 (centres undefined)
-4.2	CC1=CC=CC2=NC(=O)CC(C)(C(=O)N(CC(=O)NC(C)C)C3CCCC3)N12 (centres undefined)

# Of the compounds above, these have a tert-butyl group.
14-3-3g Raf	SMILES
0.1	CN(C)Cc1cc(C(C)(C)C)c(O)c(C(C)(C)C)c1
-9.2	Cc1cc(C(=O)OCC(=O)NC(=O)NC(C)(C)C)c(C)o1
-7.1	CCCNC(=O)c1c(NC(=O)c2ccc(F)cc2)sc2c1CCC(C(C)(C)C)C2 (centres undefined)
7.2	CC(C)(C)n1nc2c(c1NC(=O)c1ccc(Br)cc1)CSC2

# An excerpt from above in order of the 14-3-3g Raf value, low to high.
14-3-3g Raf	SMILES
-16.0	CN(C(=O)Cc1c(C(=O)O)[nH]c2ccccc12)c1ccccc1
-7.1	CCCNC(=O)c1c(NC(=O)c2ccc(F)cc2)sc2c1CCC(C(C)(C)C)C2 (centres undefined)
-3.0	COc1ccc(Cn2c(=O)[nH]c3cc(C(=O)NCCCN4CCCC4)ccc3c2=O)cc1

# Following part:
14-3-3g Raf	SMILES
4.5	Cc1sc2ncnc(SCC(=O)NC(Cc3ccccc3)C(=O)O)c2c1C (centres undefined)
-2.7	CCCn1c(SCC(=O)Nc2nnc(-c3ccccc3)s2)nnc1-c1ccccn1
2.3	CCN(Cc1ccccc1)C(=O)Cn1c(=O)n(-c2ccc(C)cc2)c(=O)c2ccccc21
-1.1	COc1ccccc1-n1c(SCc2cc(=O)n3cc(Cl)ccc3n2)nc2c(sc(=S)n2-c2ccccc2)c1=O
-25.7	CCc1ccccc1NC(=O)c1cnccn1
-11.3	CCc1c(C)sc(NC(=O)C2CC3CCC2C3)c1C(=O)OC (centres undefined)
1.7	COC(=O)C(NC(=O)Nc1ccc(OC(F)(F)F)cc1)(Nc1cccc(C)c1)C(F)(F)F (centres undefined)

# Bioassay records from PubChem.

# Not all compounds are listed, so the mix of outcomes need not match the whole.
